# From PubChem BioAssay
# KCNQ1 block – human KCNQ1 channel inhibition; P51787; CHO-K1 KCNQ1, FluxOR thallium flux fluorescence; stronger effect = higher value; B-score at 10 µM; 310,000 tested, 1.3% active; AID 2642;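 active = compounds whose thallium flux B-score, printed positive for inhibition, exceeds three library SD while starting fluorescence stays within three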;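 also: channel opened by potassium depolarization with thallium stimulus after 20 min compound exposure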
# GSK3A inh – blocks human GSK-3 alpha kinase; P49840; ADP-Glo luminescence, 60 min; inhibition, % at 10 µM; 320,000 tested, 0.1% active; AID 2650;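 in the data active = inhibition above about 50%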;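 also: GST-tagged GSK-3 alpha with peptide substrate and 25 µM ATP; 0% = DMSO neutral wells and 100% = GW8510 positive control wells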
# Dyrk1A ADPGlo – inhibitors of rat Dyrk1A kinase; inhibition, % at 12.5 µM; 310,000 tested, 0.43% active; AID 504441; ADP-Glo luminescence, NFATc1 peptide; Q63470; in the data active = inhibition above about 50%;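 also: plate controls were vehicle with enzyme for no effect and no enzyme for full effect; many of its hits are not listed in these tables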
# hERG protect – compounds protecting human hERG from proarrhythmic drug block | Q12809 | CHO-hERG, FluxOR thallium flux, dofetilide IC70 present | activation (rescue from dofetilide block), less the hit threshold, % at 10 µM | 310,000 tested, 0.51% active | AID 1511;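 active = activation above the mean of controls blocked by dofetilide plus 5 SD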;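 also: thallium influx through hERG after potassium depolarization seen as dye fluorescence rise; in these data hits start at about 4.7%; inactives centre near -7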
# RGS4 act – RGS4 potentiation or activation | B-score at 10 µM | HEK293 M3R/inducible RGS4, carbachol calcium flux Fluo4; stronger effect = lower value | 310,000 tested, 0.92% active | AID 463111;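 active = B-score of the integrated calcium signal more than 4 SD below the library mean, with starting fluorescence not abnormally high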;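 also: negative B-score means reduced calcium response which marks RGS4 activation or potentiation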
#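 Reagent: ECmax carbachol challenge; Test system: M3R-expressing HEK293 line, RGS4 induced by doxycycline; Schedule: overnight RGS4 induction, 30 min dye load 37 °C, 20 min compound RT; Detection: calcium dye Fluo4 fluorescence; Read-out: Agonist-evoked peak-minus-minimum fluorescence over baseline, integrated ratio, B score.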
# GSK3beta inhib – human GSK3beta kinase inhibition. 300,000 tested, 0.038% active. GST-GSK3beta kinase, ADP-Glo luminescence, 60 min; stronger effect = lower value. activity score (negative = inhibition), % at 10 µM. AID 2097. P49841;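 active = more than half of replicate wells score below -50%, meaning over 50% inhibition versus plate controls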;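 also: 0% = median DMSO wells and -100% = median GW8510 positive control wells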
# Target sequence (P49841 whole entry, looked up): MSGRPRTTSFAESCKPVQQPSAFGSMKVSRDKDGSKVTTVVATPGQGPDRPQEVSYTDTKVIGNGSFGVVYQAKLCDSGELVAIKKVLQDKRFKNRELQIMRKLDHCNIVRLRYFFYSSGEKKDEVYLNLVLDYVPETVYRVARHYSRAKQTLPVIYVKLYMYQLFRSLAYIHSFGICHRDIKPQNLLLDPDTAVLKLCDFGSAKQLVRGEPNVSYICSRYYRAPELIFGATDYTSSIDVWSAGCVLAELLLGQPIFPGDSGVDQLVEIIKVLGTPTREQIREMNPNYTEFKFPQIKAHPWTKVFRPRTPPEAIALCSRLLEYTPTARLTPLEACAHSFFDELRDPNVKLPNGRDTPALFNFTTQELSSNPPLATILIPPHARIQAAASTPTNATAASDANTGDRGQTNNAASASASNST
#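 Test system – GST-tagged human GSK3beta kinase, cell-free · Incubation – 60 min enzyme reaction, room temperature · Signal – ADP-Glo luminescence · Also added – peptide substrate and ATP at 25 µM · Controls – DMSO neutral wells and GW8510 at 20 µM as positive · Buffer or medium – Tris/MgCl2 kinase buffer · Measure – Luminescence-derived activity versus plate DMSO and GW8510 wells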
# KCNQ1 pot – human KCNQ1 channel potentiation or activation; P51787; CHO-K1 KCNQ1, thallium flux FluxOR fluorescence; stronger effect = higher value; B-score at 10 µM; 310,000 tested, 0.35% active; AID 2648;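 active = fluorescence ratio B-score, a plate-corrected score, at least three library SD, with initial intensity B-score within 5 SD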
#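 Assay system: CHO-K1 cells stably expressing KCNQ1. Medium: assay buffer for compound exposure, DMSO matched across wells. Timing: 37 °C overnight plating, 90-min dark dye load, 20-min compound pretreatment. Signal: kinetic FluxOR fluorescence, 10 s baseline plus 110 s post-stimulus.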
# PolyA inh – inhibitors of polyadenylation in S. cerevisiae; S. cerevisiae SKY197-pL101 polyadenylation reporter, beta-gal luminescence; efflux-impaired pdr1/pdr3 knockout yeast; score 100 = 6 SD above DMSO; calls only at 12 µM; 300,000 tested, 0.02% active;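 active = lowest replicate activity score at least 50, where 100 means six control SD above control mean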;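 also: yeast exposed to compound for 9 h at 30 °C; higher score means more reporter readthrough which indicates perturbed polyadenylation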
# KCNK3 block – human KCNK3 channel inhibition, primary screen; CHO-KCNK3 thallium flux, FluxOR fluorescence; stronger effect = lower value; B-score at 10 µM; 340,000 tested, 0.84% active; AID 602410;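 active = B-score under library mean minus 4 SD, starting fluorescence ratio at most library mean plus 5 SD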;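 also: more negative B-score means stronger inhibition of thallium flux through KCNK3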
# Target sequence (O14649 whole entry, looked up): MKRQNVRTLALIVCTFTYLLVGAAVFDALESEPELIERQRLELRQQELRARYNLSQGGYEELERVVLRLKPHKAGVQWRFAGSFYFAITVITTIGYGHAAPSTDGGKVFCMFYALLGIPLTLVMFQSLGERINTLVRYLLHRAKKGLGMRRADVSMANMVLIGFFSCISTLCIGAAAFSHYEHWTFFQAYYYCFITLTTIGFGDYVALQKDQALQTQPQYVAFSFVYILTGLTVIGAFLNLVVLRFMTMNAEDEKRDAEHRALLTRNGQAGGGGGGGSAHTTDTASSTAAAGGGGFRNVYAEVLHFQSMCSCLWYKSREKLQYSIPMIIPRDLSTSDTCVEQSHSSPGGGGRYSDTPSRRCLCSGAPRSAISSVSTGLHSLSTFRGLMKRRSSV
# KCNK9 block – inhibitors of human KCNK9 two-pore domain potassium channel | AID 488922 | HEK293 KCNK9, FluxOR thallium flux fluorescence; stronger effect = lower value | 310,000 tested, 1.2% active | Q9NPC2 | B-score at 10 µM;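 active = ratio B-score over 3 SD below the library mean, with starting fluorescence within 5 SD of its mean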;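 also: negative B-score means less thallium flux so channel inhibition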
# RGS4 inh – inhibitors of human RGS4. HEK293 M3R/RGS4 inducible, Fluo-4 calcium flux; stronger effect = higher value; triggered by carbachol at its EC20. B-score at 10 µM. 310,000 tested, 0.45% active. AID 463165;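 active = B-score, a plate-corrected calcium signal, over three deviations above library mean, with baseline fluorescence within five deviations of library mean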;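 also: RGS4 expression induced by doxycycline in cells with stable M3 receptor; B-score is computed from the integrated fluorescence ratio over baseline after carbachol; higher B-score means a larger calcium signal and so more RGS4 inhibition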
# Target sequence (P49798 whole entry, looked up): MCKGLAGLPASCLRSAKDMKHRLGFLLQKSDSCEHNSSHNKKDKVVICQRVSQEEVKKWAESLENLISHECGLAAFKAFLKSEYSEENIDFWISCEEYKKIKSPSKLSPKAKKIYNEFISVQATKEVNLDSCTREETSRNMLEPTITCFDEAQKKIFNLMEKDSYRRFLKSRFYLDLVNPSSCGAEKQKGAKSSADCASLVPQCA
# * hit, by the source's call; i = inactive; . = no result given. A portion of the library; count on the stated rates, not on these rows.
SMILES,KCNQ1 block,GSK3A inh,Dyrk1A ADPGlo,hERG protect,RGS4 act,GSK3beta inhib,KCNQ1 pot,PolyA inh,KCNK3 block,KCNK9 block,RGS4 inh
COc1ccc(/C=C/C(=O)NC(=S)NNC(=O)c2cccs2)cc1OC,i,-2,-5,-6,i,5,i,i,i,i,i
COC(=O)CNC(=O)c1cn(CC(C)C)c(=O)c2cc(OC)c(OC)cc12,i,-3,-2,-12,i,-4,i,i,i,i,i
COc1ccc(NC(=O)CN(C)C(=O)c2cc(C)on2)cc1,i,1,-1,-4,i,.,i,i,i,i,i
O=c1oc(Cc2ccccc2)nc2ccccc12,i,-5,0,-5,i,-2,i,i,i,i,i
COCCSc1nnc(NC(=O)C2CC(=O)N(C3CCCC3)C2)s1 (stereo not drawn),i,-1,0,-4,i,3,i,i,i,i,i
Cc1ccc2c(c1)NC(=O)C(CC(=O)NCCCN1CCN(c3cc(C)ccc3C)CC1)O2 (stereo not drawn),i,4,12,-9,i,-3,i,i,i,i,i
OCCCc1nc2n(n1)C(c1ccccc1Cl)C=C(c1cccs1)N2 (stereo not drawn),i,12,-2,-17,i,2,i,i,-10*,i,i
CC1CCN(C(=O)CSc2nnc(CNC(=O)COc3ccc(Cl)cc3)o2)CC1,i,2,0,-2,i,3,i,i,i,i,i
CCOC(=O)c1cc2nc(Nc3ccc(OC)cc3)sc2s1,i,0,3,-9,i,0,i,i,i,i,i
COc1ccc(-c2cc3c(=O)n(CC(=O)NCc4ccc(F)cc4)ncn3n2)cc1,i,-2,0,-4,i,-1,i,i,i,i,i
CCc1nnc(NC(=O)CSc2nnc(-c3ccccc3O)n2CC)s1,i,.,1,-12,i,0,i,i,i,i,i
N#C/C(=C\c1ccccc1)C(=O)Nc1cccnc1,i,-9,.,-9,i,-4,i,i,i,i,i
CC(OC(=O)Cc1ccccc1[N+](=O)[O-])C(=O)NC(=O)NC1CCCCC1 (stereo not drawn),i,-3,-4,-8,i,1,i,i,i,i,i
NC(=O)CN(c1ccc([N+](=O)[O-])cc1)S(=O)(=O)c1ccccc1,i,-3,1,-5,i,-27,i,i,i,i,i
O=C(c1ccc(Cl)c(S(=O)(=O)N2CCCCC2)c1)N1CCN(Cc2ccccc2)CC1,i,-4,-3,-3,i,1,i,i,i,i,i
O=C(Nc1c[nH]c(=O)[nH]c1=O)c1cccc([N+](=O)[O-])c1,i,1,-2,-5,i,8,i,i,i,i,i
Cc1ccn2c(-c3csc(NCc4ccco4)n3)c(C)nc2c1,i,-1,5,-17,i,-3,i,i,i,i,i
CC(C)N(Cc1nccn1C)C(=O)c1ccc(OC2CCN(C(=O)C3CC3)CC2)cc1,i,1,12,-13,i,2,i,i,i,i,i
Cn1cnnc1SCC(=O)Nc1ccccc1C(=O)NC1CC1,i,2,-8,-5,i,0,i,i,i,i,i
COC(=O)c1c(-c2c(Cl)cccc2Cl)noc1NC(=O)NN1CCOCC1,i,1,-4,-10,i,3,i,i,i,i,i
O=C(COC(=O)/C=C/c1ccc(Cl)cc1)NCCC1=CCCCC1,i,-2,6,-7,i,-1,i,i,i,i,i
CN(CC(=O)Nc1ccccc1Cl)CC(=O)Nc1c(F)cccc1F,i,6,-10,5.2*,i,0,i,i,i,i,i
Cc1ccc(S(=O)(=O)NCc2nc3nc(C)cc(C)n3n2)c(C)c1,i,-2,-2,-10,i,0,i,i,i,i,i
CCCCNC(=O)c1onc(CSc2cccc(OCC)c2)c1C(=O)O,i,-8,3,-6,i,8,i,i,i,i,i

# Ordered by heavy-atom count (largest number first): some entries from above
SMILES,KCNQ1 block,GSK3A inh,Dyrk1A ADPGlo,hERG protect,RGS4 act,GSK3beta inhib,KCNQ1 pot,PolyA inh,KCNK3 block,KCNK9 block,RGS4 inh
CC(C)N(Cc1nccn1C)C(=O)c1ccc(OC2CCN(C(=O)C3CC3)CC2)cc1,i,1,12,-13,i,2,i,i,i,i,i
COC(=O)c1c(-c2c(Cl)cccc2Cl)noc1NC(=O)NN1CCOCC1,i,1,-4,-10,i,3,i,i,i,i,i
CCCCNC(=O)c1onc(CSc2cccc(OCC)c2)c1C(=O)O,i,-8,3,-6,i,8,i,i,i,i,i
CN(CC(=O)Nc1ccccc1Cl)CC(=O)Nc1c(F)cccc1F,i,6,-10,5.2*,i,0,i,i,i,i,i
NC(=O)CN(c1ccc([N+](=O)[O-])cc1)S(=O)(=O)c1ccccc1,i,-3,1,-5,i,-27,i,i,i,i,i

# Going on with the list.
SMILES,KCNQ1 block,GSK3A inh,Dyrk1A ADPGlo,hERG protect,RGS4 act,GSK3beta inhib,KCNQ1 pot,PolyA inh,KCNK3 block,KCNK9 block,RGS4 inh
CC(OC(=O)CNC(=O)c1ccc2ccccc2c1)C(=O)N(C)C1CCCCC1 (stereo not drawn),i,0,10,-7,i,3,i,i,i,i,i
C/C(=N\OCC(=O)OCC(=O)NCc1ccccc1)c1ccc2c(c1)OCO2,i,-4,-1,-10,i,-2,i,i,i,i,i
c1ccc(-c2cn3nc4c(nc3n2)CCCC4)cc1,8*,-1,12,-17,-7*,1,i,i,i,i,i
Cc1ccc2c(c1)C(SCC(=O)NCCc1ccccc1)CC1(CCCC1)O2 (stereo not drawn),i,.,-4,-6,i,3,i,i,i,i,i
NC(=S)NNC(=S)Nc1ccccc1,i,-1,3,-9,i,-1,i,i,i,i,i
C=CCN(c1cccc(C(F)(F)F)c1)S(=O)(=O)c1cccc(C(=O)OCC(=O)NCCC)c1,i,0,-3,0,i,3,i,i,i,i,i
C=CCn1c(SCC(=O)C23CC4CC(CC(C4)C2)C3)nc(O)cc1=O,i,-2,.,-9,i,1,i,i,i,i,i
Cn1c(N)c(C(=O)Nc2ccccc2F)sc1=S,i,3,8,-10,i,-5,i,i,i,i,i
COc1ccc(OC)c(C(C(=O)NC2CCCCC2)N(C(=O)c2snc(C(N)=O)c2N)c2ccccc2OC)c1 (stereo not drawn),i,3,11,-13,i,-6,i,i,i,i,i
CCC(CC)C(=O)NCCc1ccc(OC)cc1,i,-2,10,-16,i,2,i,i,i,i,i
CN=C1c2ccccc2CN1c1cccc(C(=O)OC)c1,i,1,-1,-3,i,-10,i,i,i,i,i
COc1cc(=O)[nH]c(SCC(=O)Nc2ccc3ccccc3c2)n1,i,2,-7,-8,i,-2,i,i,i,i,i

# The closing 3 compounds of the part above lead into the next.
SMILES,KCNQ1 block,GSK3A inh,Dyrk1A ADPGlo,hERG protect,RGS4 act,GSK3beta inhib,KCNQ1 pot,PolyA inh,KCNK3 block,KCNK9 block,RGS4 inh
CCC(CC)C(=O)NCCc1ccc(OC)cc1,i,-2,10,-16,i,2,i,i,i,i,i
CN=C1c2ccccc2CN1c1cccc(C(=O)OC)c1,i,1,-1,-3,i,-10,i,i,i,i,i
COc1cc(=O)[nH]c(SCC(=O)Nc2ccc3ccccc3c2)n1,i,2,-7,-8,i,-2,i,i,i,i,i
O=C(O)c1cc(O)c2c(c1)C(=O)c1cc(O)cc(O)c1C2=O,i,5,47,-1,i,-6,i,i,i,i,i
CNC(=O)Nc1cc(C(F)(F)F)cc(C(F)(F)F)c1,i,0,.,-7,i,1,i,i,i,i,i
O=C(Cn1ncc2c([nH]c3ccccc32)c1=O)NCCCN1CCN(c2ccccc2)CC1,i,-1,0,-5,i,4,i,i,i,i,i
O=C(NNCc1ccc(O)cc1)c1ccccc1Cl,i,-3,-7,-7,i,2,i,i,i,i,i
Cc1ccc(O)c(NC(=O)c2noc3c2CCCCC3)c1,i,-5,-8,-8,i,-4,i,i,i,i,i
CN1/C(=C/C(=O)C2CC2)C(C)(C)c2ccccc21,i,-1,-6,-19,i,-1,i,i,i,i,i
COc1ccc(NC(=O)CN2CCC(NC(=O)C3CCCCC3)CC2)c([N+](=O)[O-])c1,i,-2,3,-11,i,2,i,i,i,i,i
COC(=O)c1ccc(CSc2ccc3nnc(-c4ccc(OC)cc4)n3n2)o1,i,32,.,-8,i,-4,i,i,.,i,i
Brc1ccc2nc(N3CCCC3)sc2c1,i,-2,4,-5,i,-1,i,i,i,i,i
CCN(CC)CCCNC(=O)CSc1nc2c(c(C(F)(F)F)n1)CCc1ccccc1-2,i,3,0,-21,i,-1,i,i,i,i,i
CCC1CCCCN1CCCNC(=O)c1ccc2c(c1)NC(=O)CS2 (stereo not drawn),i,6,.,-9,i,0,i,i,i,i,i
COc1cc(/C=N/NC(=O)c2ccc3c(c2)OCO3)ccc1O,i,-2,3,-12,i,0,i,i,i,i,i

# In the list so far, three have a CF3 group:
SMILES,KCNQ1 block,GSK3A inh,Dyrk1A ADPGlo,hERG protect,RGS4 act,GSK3beta inhib,KCNQ1 pot,PolyA inh,KCNK3 block,KCNK9 block,RGS4 inh
C=CCN(c1cccc(C(F)(F)F)c1)S(=O)(=O)c1cccc(C(=O)OCC(=O)NCCC)c1,i,0,-3,0,i,3,i,i,i,i,i
CNC(=O)Nc1cc(C(F)(F)F)cc(C(F)(F)F)c1,i,0,.,-7,i,1,i,i,i,i,i
CCN(CC)CCCNC(=O)CSc1nc2c(c(C(F)(F)F)n1)CCc1ccccc1-2,i,3,0,-21,i,-1,i,i,i,i,i

# (more compounds)
SMILES,KCNQ1 block,GSK3A inh,Dyrk1A ADPGlo,hERG protect,RGS4 act,GSK3beta inhib,KCNQ1 pot,PolyA inh,KCNK3 block,KCNK9 block,RGS4 inh
Cn1cccc1CC(=O)N/N=C/c1cccc([N+](=O)[O-])c1,i,0,-7,-5,i,-2,i,i,i,i,i
COc1ccc(NC(=O)CSc2nc(O)cc(=O)n2C)cc1,i,-2,-2,-5,i,2,i,i,i,i,i
COc1ccc([N+](=O)[O-])cc1NCc1ccco1,i,0,2,-9,i,4,i,i,i,i,i
CCN(CC)S(=O)(=O)c1cccc(C(=O)N[C@H](C(=O)OCC(N)=O)C(C)C)c1,i,-2,8,-3,i,2,i,i,i,i,i
O=C(Nc1cccnc1)c1sc(Nc2ccccc2F)nc1-c1ccccc1,i,-1,3,-6,i,1,i,i,i,i,i
COCCn1nnnc1C(c1cc2ccc(OC)cc2[nH]c1=O)N1CCN(C2CCCCC2)CC1 (stereo not drawn),i,0,5,1,i,-4,i,i,i,i,i
